GAA inhib: qHTS Assay for Inhibitors of Human alpha-Glucosidase as a Potential Chaperone Treatment of Pompe Disease; Lysosomal alpha-glucosidase (Homo sapiens), P10253; purified human GAA, 4-MU-alpha-glucoside fluorescence; Potency, µM (titrated, usually from 76.9 µM), without a hit: top-dose activity change, negative = inhibition, usual class: inhibitors; hit rate 0.005% among 200,000;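 note: plate controls were uninhibited enzyme wells for no effect and no-enzyme background for full effect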
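qHTS format, compound range up to 77 uM. Human lysosomal enzyme at 4 nM, 400 uM 4-MU glucoside substrate, pH 5.0, 20 min room temperature; fluorescence after alkaline stop gives activity normalized to controls.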
KDM4E inh: qHTS Assay for Inhibitors of Human Jumonji Domain Containing 2E (JMJD2E) | JMJD2E catalytic domain, FDH-coupled NADH fluorescence (FDH is formaldehyde dehydrogenase) | Potency, µM (series often up to 57.1 µM), for inactives: at the top dose activity change, negative = inhibition, most hits filed as inhibitors | hit rate 1.6% among 230,000 | AID 2147, 2009; active = well fitted inhibition curve with a large enough effect, not every such curve was filed as active; inconclusive = small, poorly fitted or top-dose-only effect, or another doubt; inactive = no such curve, though single readings can be large or run the other way;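 note: 0% = wells with enzyme and -100% = buffer wells without enzyme; nearly all actives have a fitted effect of over 50% in size; many of its hits are not listed in these tables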
Target sequence (B2RXH2 1-337 limits assumed): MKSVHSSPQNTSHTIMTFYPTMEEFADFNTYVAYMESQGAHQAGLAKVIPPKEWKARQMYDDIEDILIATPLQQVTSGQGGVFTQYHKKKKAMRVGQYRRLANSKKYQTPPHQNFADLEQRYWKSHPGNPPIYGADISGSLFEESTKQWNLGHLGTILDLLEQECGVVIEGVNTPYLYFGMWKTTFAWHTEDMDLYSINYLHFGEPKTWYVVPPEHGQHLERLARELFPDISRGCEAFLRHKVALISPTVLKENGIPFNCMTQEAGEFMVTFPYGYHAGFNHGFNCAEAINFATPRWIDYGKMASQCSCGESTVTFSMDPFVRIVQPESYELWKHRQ
GAA spleen mod: qHTS Assay for Inhibitors and Activators of Human alpha-Glucosidase From Spleen Homogenate; hit rate 0.006% among 240,000; human spleen homogenate, 4-MU-alpha-glucoside fluorescence; Lysosomal alpha-glucosidase (Homo sapiens), P10253; AID 2112, 2009; Potency, µM (highest dose often 79.9 µM), inactives show top-dose activity change, negative = inhibition, most hits filed as inhibitors;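 note: 0% = enzyme with vehicle and -100% = no enzyme basal signal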
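Human spleen homogenate (1 ug) with 4-methylumbelliferyl-alpha-D-glucopyranoside (1 mM final) in 50 mM citrate/phosphate pH 5.0, 0.01% Tween-20; 40 min at 37 C. Stopped at pH 10; 4-MU fluorescence Ex 365/Em 440 nm; AC50 by Hill fit.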
SMN2 splice enh: qHTS Assay for Enhancers of SMN2 Splice Variant Expression; AID 1458, 2008; Potency, µM (doses to about 46.1 µM), for inactives: at the highest dose activity change, positive = activation, hits mostly activators; hit rate 2.8% among 210,000; HEK293 SMN2-luciferase splicing reporter, luminescence, 30-36 h; note: % of control where 0% means no effect; nearly all actives have a fitted effect of over 55% in size
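HEK293 cells carry an SMN2 minigene-luciferase reporter in which exon 7 inclusion puts luciferase in frame. Cells were seeded at 2000 cells/well, attached for 10-12 hours, then exposed to compounds for 30-36 hours at 37C before ONE-Glo luminescence.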
GAA glycogen mod: qHTS Assay for Inhibitors and Activators of Human alpha-Glucosidase Cleavage of Glycogen. Lysosomal alpha-glucosidase (Homo sapiens), P10253. recombinant GAA, glycogen substrate, Amplex Red glucose oxidase fluorescence. Potency, µM (doses to about 76.4 µM), inactives show at the highest dose activity change, negative = inhibition, most hits filed as inhibitors. hit rate 0.38% among 300,000. AID 2100, 2009;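 note: 0% = full enzyme reaction and -100% = no-enzyme basal signal; the screen sought inhibitors and activators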
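Recombinant human alpha-glucosidase (4 nM final) hydrolysed bovine liver glycogen (30 ug) for 40 min at 37 C in pH 5.0 citrate/phosphate with 0.01% Tween-20. Released glucose detected by glucose oxidase/Amplex Red, Ex 573/Em 610 nm. Compounds up to 77 uM; AC50 from Hill fits.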
GLA spleen mod: qHTS Assay for Inhibitors and Activators of Human alpha-Galactosidase From Spleen Homogenate. Alpha-galactosidase A (Homo sapiens), P06280. human spleen homogenate, 4MU-alpha-Gal fluorescence, 40 min. Potency, µM (highest dose often 80 µM), without a hit: at the highest dose activity change, negative = inhibition, actives largely listed as inhibitors. hit rate 0.008% among 240,000. AID 2107, 2009;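 note: 0% = enzyme with vehicle and -100% = no enzyme basal signal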
Target sequence (P06280 32-429 limits assumed): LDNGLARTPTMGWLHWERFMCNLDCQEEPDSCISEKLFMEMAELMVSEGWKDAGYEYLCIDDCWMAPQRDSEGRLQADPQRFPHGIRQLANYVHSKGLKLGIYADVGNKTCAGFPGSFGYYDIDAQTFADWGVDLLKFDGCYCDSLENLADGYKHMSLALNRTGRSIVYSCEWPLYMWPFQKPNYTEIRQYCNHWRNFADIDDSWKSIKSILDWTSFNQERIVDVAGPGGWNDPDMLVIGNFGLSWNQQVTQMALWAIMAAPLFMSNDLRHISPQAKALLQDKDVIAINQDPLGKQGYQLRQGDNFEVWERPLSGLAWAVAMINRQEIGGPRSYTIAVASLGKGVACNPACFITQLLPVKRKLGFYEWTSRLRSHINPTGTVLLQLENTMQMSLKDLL
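Fluorogenic readout (Ex 365/Em 440 nm) of 4-methylumbelliferone released from 1 mM 4-MU-alpha-galactoside by spleen homogenate, 40 min at 37C, pH 5.0. Data normalized to no-enzyme and enzyme controls; Hill-equation AC50 from compound titrations.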
ALDH1A1 block: qHTS Assay for Inhibitors of Aldehyde Dehydrogenase 1 (ALDH1A1) | Purified ALDH1A1, NADH fluorescence, propionaldehyde substrate | Potency, µM (titrated, usually from 75.3 µM), without a hit: top-dose activity, negative = inhibition, usual class: inhibitors | hit rate 7.3% among 220,000 | AID 1030, 2008; active = well fitted inhibition curve with a large enough effect, not every such curve was filed as active; inconclusive = small, poorly fitted or top-dose-only effect, or another doubt; inactive = no such curve, though single readings can be large or run the other way;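 note: plate controls were no enzyme wells and a reference inhibitor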
GoLoco inh red: qHTS Assay for Inhibitors of RGS12 GoLoco Motif Activity (Red Fluorophore) | Guanine nucleotide-binding protein G(i) subunit alpha-1 (Homo sapiens), P63096 | Gai1:RGS12 GoLoco peptide FP, rhodamine, 10 min | Potency, µM (doses to about 61.6 µM), for the others: top-dose activity, negative = inhibition, actives largely listed as inhibitors | hit rate 0.44% among 230,000 | AID 880, 2007; active = well fitted inhibition curve with a large enough effect, not every such curve was filed as active; inactive = no such curve, though single readings can be large or run the other way; note: % is set by controls: 0 for no effect and ±100 for the full control effect; nearly all actives have a fitted effect of over 30% in size; many of its hits are not listed in these tables
Target sequence (P63096 whole entry, looked up): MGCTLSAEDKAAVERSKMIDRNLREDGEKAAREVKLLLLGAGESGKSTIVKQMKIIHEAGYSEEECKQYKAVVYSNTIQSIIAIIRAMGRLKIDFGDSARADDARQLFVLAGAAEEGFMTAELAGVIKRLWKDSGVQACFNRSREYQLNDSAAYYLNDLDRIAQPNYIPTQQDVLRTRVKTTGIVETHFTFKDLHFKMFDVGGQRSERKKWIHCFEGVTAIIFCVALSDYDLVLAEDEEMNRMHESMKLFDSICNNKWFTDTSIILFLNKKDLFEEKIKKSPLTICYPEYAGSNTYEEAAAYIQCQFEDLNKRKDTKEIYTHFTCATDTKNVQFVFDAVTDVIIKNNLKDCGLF
The depositor's hits bear a star; ? = inconclusive; / = no result given; & = joins results of further samples; [ ] = dose if it differs, or a comment. Unless noted, calls come from the whole dose curve; as a rule, active = well fitted curve in the direction sought with a large enough effect; inconclusive = small, poorly fitted or top-dose-only effect, or another doubt; inactive = no such curve, though single readings can be large; an effect the other way counts as inactive or inconclusive. Potency is the fitted concentration of half-maximal effect.

SMILES	GAA inhib	KDM4E inh	GAA spleen mod	SMN2 splice enh	GAA glycogen mod	GLA spleen mod	ALDH1A1 block	GoLoco inh red
CCOC(=O)CCNc1n[nH]c(=O)[nH]c1=O	3%	3%	-14%	9%	5%	-4%	3%	5%
Cc1ccc(NC2=NCCCCC2)cc1	3%	-6%	-3%	-8%	6%	0%	1%	-17%
CC1(C)CC(=O)C2=C(C1)N(Cc1ccco1)C(=O)C2(NC(=O)c1ccc(Cl)cc1Cl)C(F)(F)F (stereo not given)	-12%	1%	-6%	1%	4%	8%	2%	1%
Cc1cc(/C=C(\C#N)c2nc3ccccc3[nH]2)c(C)n1C	-11%	-8%	-8%	11µM*	-8%	-5%	9%	16%
COc1ccc(/C=N/NC(=O)OC(C)(C)C)cc1OC	-6%	?	-6%	/	-5%	3%	-8%	/
Cc1ccc(CNC(=O)C2CC(c3cccc([N+](=O)[O-])c3)=NO2)cc1 (stereo not given)	1%	-2%	-6%	-12%	-7%	-3%	-1%	2%
COc1ccccc1C(=O)n1nc(-c2ccco2)nc1SC	?	-2%	-9%	-3%	-12%	-1%	4%	-7%
CC(=O)NC1(C(F)(F)F)C(=O)N(Cc2ccccc2)C2=C1C(=O)CC(C)(C)C2 (stereo not given)	0%	-4%	-4%	-2%	26%	9%	1%	1%
O=C(c1cc(=O)c2ccccc2o1)N1CCN(c2cccc(Cl)c2)CC1	4%	1%	-1%	-5%	-2%	-3%	-8%	-3%
CCCCCN1C(=O)Cn2c(nc3ccccc3c2=O)C1C (stereo not given)	?	0%	2%	-7%	20%	-3%	6%	7%
CC(C)Cc1nc2sc3c(=O)[nH]cnc3c2c2c1CCCC2	1%	3%	-11%	-7%	-3%	4%	1%	4%
CCc1n[n+](CC(=O)c2ccccc2)c(N)s1	1%	-16%	-9%	4µM*	5%	-3%	?	-4%
O=c1c(Cl)c(N/N=C/c2ccc(Br)cc2)cnn1-c1ccccc1	0%	?	-1%	-26%	-8%	7%	?	6%
Cn1c(=O)n(C)c2cc(/C=C3/SC(=O)N(CC(=O)N4CCOCC4)C3=O)ccc21	-6%	-8%	0%	7%	-14%	-3%	?	5%
CN(C)CCNC(=O)c1cc(Sc2ccc(F)cc2)nc2ccccc12	0%	6%	-12%	-61%[inhibitor]	15%	-2%	?	3%
CCCCOP(=O)(c1ccc(N(C)C)cc1)C(O)c1ccncc1 (stereo not given)	-1%	22µM*	-2%	-2%	-3%	0%	-15%	-11%
Cc1cc(Nc2nc3ccccc3nc2Cl)n(-c2ccc([N+](=O)[O-])cc2)n1	-10%	0%	1%	-73%[inhibitor]	18%	2%	12%	1%
N#CC1=C(N)Oc2n[nH]c(-c3ccncc3)c2C1c1ccsc1 (stereo not given)	-9%	-4%	-1%	-11%	-5%	-4%	-20%	6%
Nc1ccc2c(c1Cl)C(=O)c1ccc(N)c(Cl)c1C2=O	-11%	-28%	-10%	/	6%	-10%	?	22%
CCOC(=O)N1CCN(c2ncc(C(F)(F)F)cc2Cl)CC1	-20%	0%	0%	-4%	-4%	5%	-7%	0%
Cc1ccc(CSc2nnc(CCNC(=O)OC(C)(C)C)o2)cc1	/	0%	-9%	-7%	-3%	-9%	/	-8%
COc1cc2c(cc1OC)C(C(=O)NCc1ccco1)C1c3ccccc3CCN1C2=O (stereo not given)	-4%	2%	-8%	-5%	12%	-8%	-1%	3%
CCN(CC)CCCNS(=O)(=O)c1ccc(OC)cc1	-3%	6%	-11%	16%	-4%	-5%	0%	11%
CC(=O)c1c(C(C)=O)c(C)n(Cc2ccccc2)c1C	-3%	7%	2%	-47%[inhibitor]	5%	-3%	5%	10%
CCCCSc1nnc(-c2ccc(NC(=O)CCc3ccccc3)cc2)n1C	2%	5%	5%	-14%	-3%	2%	10%	6%
COc1cc(C2C(C#N)=C(N)Oc3cc(C)n(CCc4ccccc4)c(=O)c32)cc2c1OCO2 (stereo not given)	2%	-9%	-3%	-15%	3%	4%	-4%	6%
CNC(=S)N1N=C(c2ccccc2)CC1c1ccc(OC)c(OC)c1 (stereo not given)	1%	3%	5%	-5%	-5%	0%	7%	2%
CCC(C)NC(=O)CN(c1ccc(OC)cc1)S(=O)(=O)c1ccc(NC(C)=O)cc1 (stereo not given)	5%	7%	-2%	-8%	-1%	3%	?	6%
COc1ccc(N2CCN(S(=O)(=O)c3ccc(C(=O)NCc4ccco4)cc3)CC2)cc1	4%	2%	-4%	-30%	1%	0%	7.9µM*	-5%
CCc1nnc(NC(=O)c2cccc(OC)c2)s1	0%	2%	-16%	16µM*	7%	-13%	13%	2%
Cn1c(CNC(=O)c2ccco2)nnc1SCC(=O)Nc1ccc(Br)cc1F	-2%	1%	0%	2%	-5%	-3%	-8%	5%
COc1ccc(C2OCC3(CO2)SC(=O)NC3=O)cc1OC (stereo not given)	0%	5%	6%	-7%	4%	10%	2%	-4%
N=c1n(CCN2CCCCC2)c2ccccc2n1CC(=O)c1cccs1	-5%[15.4 µM]	4%	-12%	/	-2%	1%	10%	6%
Cc1ccc(-n2nnnc2SCC(=O)Nc2ncc(Cc3ccccc3Cl)s2)cc1	5%	8%	-1%	/	-3%	1%	-2%	/
Cc1ccccc1NCC(=O)N/N=C\c1ccc2c(c1)OCO2	-1%	-5%	1%	-5%	3%	0%	-8%	8%
Cc1nc2cc(NC(=O)Nc3nccs3)ccc2n1C	-4%	8%	-5%	14µM*	11%	-1%	-13%	17%
O=S(=O)(c1ccccc1)c1nc(-c2ccccc2Cl)oc1NCCN1CCOCC1	-11%	-17%	8%	-4%	12%	13%	?	-6%
CCc1ccc(NC(=O)CCCN2C(=S)NC(C)(C)CC2C)cc1 (stereo not given)	-4%	3%	2%	2%	7%	7%	-1%	14%
NS(=O)(=O)c1ccc(Cl)cc1[N+](=O)[O-]	/	-4%	-6%	/	3%	-7%	/	-16%
CCOC(=O)c1c(N)sc(N)c1C(=O)OCC	-8%	-6%	8%	-53%[inhibitor]	?	7%	1.8µM*	13%
COc1cccc(C(=O)N/N=C/c2ccc(Oc3ccc([N+](=O)[O-])cn3)c(OC)c2)c1	1%	-2%	13%	-24%	2%	7%	?	-51%
Cc1cccc(/C=N/NC(=O)c2cc(-c3cccnc3)nc3c2c(C)nn3-c2ccccc2)c1	13%	?	1%	-12%	-8%	-4%	?	4%
CC(C)(C)NC(=O)COC(=O)c1ccccc1Oc1ccccc1	/	-4%	-3%	/	-2%	0%	/	1%
Cc1nn(-c2ccccc2)c(Cl)c1C(=O)Nc1nnc(C2CCCC2)s1	-5%	-15%	0%	-8%	2%	-8%	2.8µM*	3%
COCc1c(C(=O)OCC(=O)c2c(N)n(CC(C)C)c(=O)n(C)c2=O)oc2ccccc12	-15%	?	-8%	-42%[inhibitor]	-10%	-6%	-9%	12%
COc1ccc(NS(=O)(=O)c2ccc(N3CCOCC3)c(NC(=O)c3ccc(F)cc3)c2)cc1	7%	5%	0%	-25%	-1%	3%	0%	6%
Brc1ccccc1/C=N/Nc1ccc2ccccc2n1	-2%	-5%	-2%	7.9µM*	-15%	6%	-4%	10%
COc1ccc(S(=O)(=O)N(C)c2ccc(C(=O)N3CCCCC3)cc2)cc1OC	/	0%	1%	/	3%	-1%	/	5%
O=C(CCSCc1cccc(Cl)c1)NCCC1=CCCCC1	-4%	-7%	-6%	-5%	6%	-3%	-9%	11%
C/C=C1/C2C=C(C)CC1(N)c1ccc(=O)[nH]c1C2 (stereo not given)	/	/	3%	/	/	6%	3%	17%
CCOC(=O)c1c(/N=C/C2=C(O)CC(C)(C)CC2=O)sc(C)c1C	-6%	-19%	1%	-4%	-18%	-2%	7.1µM*	5%
Oc1c(Cl)cc(Cl)c(Cl)c1Cc1c(O)c(Cl)cc(Cl)c1Cl	-6%[15.4 µM]	-9%&1%	-12%&-4%&8%	-90%&-31%&-68%[inhibitor]	-4%	4%&5%&1%	8%&0%&15%	10%&-4%&9%
CN(C)c1ccc(NC(=O)CSc2nc3c(c(=O)[nH]2)CCCC3)cc1	2%	2%	-17%	-1%	-20%	-5%	-13%	-1%
COc1ccc2cc(CCNC(=O)C3CCCC3)c(=O)[nH]c2c1	-3%	?	3%	7%	-1%	-5%	?	3%
CN(C)CC/C=C1\c2ccccc2CSc2ccccc21	/	3%[25.5 µM]	-5%[29.1 µM]	0%[20.6 µM]	/	4%[29.1 µM]	26%[20.9 µM]	10%[21.6 µM]

Three compounds from above, ordered by molar mass, largest number first.
SMILES	GAA inhib	KDM4E inh	GAA spleen mod	SMN2 splice enh	GAA glycogen mod	GLA spleen mod	ALDH1A1 block	GoLoco inh red
COc1ccc(S(=O)(=O)N(C)c2ccc(C(=O)N3CCCCC3)cc2)cc1OC	/	0%	1%	/	3%	-1%	/	5%
Brc1ccccc1/C=N/Nc1ccc2ccccc2n1	-2%	-5%	-2%	7.9µM*	-15%	6%	-4%	10%
COc1ccc2cc(CCNC(=O)C3CCCC3)c(=O)[nH]c2c1	-3%	?	3%	7%	-1%	-5%	?	3%

Gathered by group, the entries above containing a tert-butyl group
SMILES	GAA inhib	KDM4E inh	GAA spleen mod	SMN2 splice enh	GAA glycogen mod	GLA spleen mod	ALDH1A1 block	GoLoco inh red
COc1ccc(/C=N/NC(=O)OC(C)(C)C)cc1OC	-6%	?	-6%	/	-5%	3%	-8%	/
Cc1ccc(CSc2nnc(CCNC(=O)OC(C)(C)C)o2)cc1	/	0%	-9%	-7%	-3%	-9%	/	-8%
CC(C)(C)NC(=O)COC(=O)c1ccccc1Oc1ccccc1	/	-4%	-3%	/	-2%	0%	/	1%

Bioassay records deposited in PubChem BioAssay by National Center for Advancing Translational Sciences (NCATS).

A portion of the library; rates above refer to the full screens.
